High-throughput results deposited in PubChem by several laboratories.
TNF death inh – inhibitors of TNF-alpha triggered necroptosis, primary screen, cell-based, Jurkat FADD-/-, single concentration; AID 463075, 2010; activation (protection from cell death), % at 10 µM; actives 0.068% (n = 220,000); Jurkat FADD-/- TNF necroptosis rescue, ATP luminescence, 24 h; 0 = TNF only, 100 = no-TNF cells;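 active means activation, meaning protection from cell death, of at least 50% relative to plate controls; inactive means activation below 50%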;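 further: necroptosis triggered by 40 ng/mL TNF-alpha added together with compound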
PERK inh – block of dimerizer-induced PERK translation repression, primary screen, PERK inhibitor project, CHO PERK-DD cells, SEAP luminescence, HTS; actives 0.17% (n = 220,000); CHO PERK-DD fusion, SEAP luminescence translation reporter; AID 1416, 2008; inhibition, % at 5.6 µM;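 active means inhibition above the mean inhibition of all tested compounds plus 3 SD, set separately per screening campaign, cut at about 2.9% in these data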;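 further: PERK kinase domain activated by AP20187 dimerizer at 100 nM; 0% = DMSO with dimerizer and 100% = rapamycin at 8.4 µM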
Hck-Nef inh – inhibitors of Nef-activated human Hck kinase, primary screen, biochemical, Z-Lyte FRET, 384-well, Hck-YEEI; Recombinant Hck-YEEI plus Nef, Z-Lyte FRET kinase assay; actives 0.68% (n = 220,000); inhibition, % at 20 µM; Tyrosine-protein kinase HCK (Homo sapiens), P08631;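 active means Hck-Nef kinase inhibition above about 50%, limit read from the data; inactive means inhibition below that limit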;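 further: 0% = DMSO with Hck plus Nef and 100% = Hck alone without Nef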
PGE2 EP2 inh – human EP2 receptor antagonists, primary screen, TR-FRET cAMP, C6 glioma cells | C6 glioma cells expressing human EP2; cells stimulated with saturating PGE2 | Prostaglandin E2 receptor EP2 subtype (Homo sapiens), P43116 | actives 0.52% (n = 260,000) | inhibition, % at 25 µM;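 active means percent inhibition above 40 after rounding to a whole number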;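 further: rat C6 glioma host cells with rolipram phosphodiesterase inhibitor present; the protocol text gives 20 µM as final concentration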
Target sequence (P43116 whole entry, looked up): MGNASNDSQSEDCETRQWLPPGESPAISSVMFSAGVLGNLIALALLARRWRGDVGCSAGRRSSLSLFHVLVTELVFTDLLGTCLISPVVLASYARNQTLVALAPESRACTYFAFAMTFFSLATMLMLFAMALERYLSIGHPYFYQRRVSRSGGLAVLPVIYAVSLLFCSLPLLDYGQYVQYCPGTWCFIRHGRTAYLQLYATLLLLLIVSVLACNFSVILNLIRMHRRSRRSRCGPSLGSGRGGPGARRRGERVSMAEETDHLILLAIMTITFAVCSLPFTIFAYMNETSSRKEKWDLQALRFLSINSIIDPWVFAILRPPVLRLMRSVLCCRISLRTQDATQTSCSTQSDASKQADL
Runt-CBFb FRET – inhibitors of RUNX1 Runt–CBFb binding, primary screen, biochemical, FRET, Cerulean-Runt, Venus-CBFb, uHTS | Runt-related transcription factor 1 (Homo sapiens) + Core-binding factor subunit beta … | Cerulean-Runt/Venus-CBFb FRET ratio 530/480, 1 h | inhibition, % at 20 µM | actives 0.46% (n = 220,000);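 active means inhibition over about 50% at 20 µM in the single-dose screen, limit read from the data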;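 further: 0% = DMSO wells and 100% = excess unlabeled CBFb competitor control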
Target sequence (Q01196 whole entry, looked up): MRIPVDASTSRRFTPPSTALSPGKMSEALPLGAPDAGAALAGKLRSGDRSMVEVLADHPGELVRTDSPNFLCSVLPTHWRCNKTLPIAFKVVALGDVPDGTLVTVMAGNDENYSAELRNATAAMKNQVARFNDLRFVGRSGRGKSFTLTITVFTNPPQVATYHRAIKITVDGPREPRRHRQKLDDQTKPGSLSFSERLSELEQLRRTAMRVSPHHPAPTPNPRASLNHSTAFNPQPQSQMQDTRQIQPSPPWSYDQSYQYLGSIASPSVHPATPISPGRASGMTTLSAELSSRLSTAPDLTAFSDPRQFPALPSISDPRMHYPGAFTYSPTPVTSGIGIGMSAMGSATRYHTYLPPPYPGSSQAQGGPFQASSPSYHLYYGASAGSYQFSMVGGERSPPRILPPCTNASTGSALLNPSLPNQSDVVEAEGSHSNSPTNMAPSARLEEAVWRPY
Target sequence (Q13951 whole entry, looked up): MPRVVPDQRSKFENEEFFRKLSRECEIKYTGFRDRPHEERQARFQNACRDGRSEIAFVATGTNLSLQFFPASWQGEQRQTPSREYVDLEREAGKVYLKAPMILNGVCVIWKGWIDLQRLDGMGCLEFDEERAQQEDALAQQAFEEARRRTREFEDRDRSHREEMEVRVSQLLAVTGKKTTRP
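test system = Cerulean-Runt domain fusion protein, energy donor | probe or stimulus = Venus-CBFb binding partner, 100 nM | incubation = two 1 h room-temperature incubations shielded from light | detection = fluorescence energy transfer, 422 nm excitation, 530/480 nm emission | measure = loss of energy transfer signal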
zVAD death inh – inhibitors of zVAD-triggered necroptosis, primary screen, L929 cells; L929 zVAD necroptosis rescue, ATP luminescence, 24 h; with zVAD 60 µM; viability rescue, % at 10 µM; actives 0.38% (n = 220,000);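 active means activation, scaled between plate controls, above about 75%, limit read from the data; inactive means activation under that limit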;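 further: 0% = zVAD with DMSO and 100% = DMSO alone without zVAD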
RBBP9 inh – human RBBP9 inhibitors, primary screen, biochemical, fluorescence polarization, FP-Rh probe, HTS; inhibition, % at 7.94 µM; recombinant RBBP9; Serine hydrolase RBBP9 (Homo sapiens), O75884; actives 0.2% (n = 220,000); AID 1515, 2009;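 active means inhibition above the campaign mean of all tested compounds plus 3 SD, cut at about 14% in these data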;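 further: plate controls were DMSO wells with RBBP9 for no effect and wells lacking RBBP9 protein for full effect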
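System: RBBP9 protein / Quantity: 2.5 µM RBBP9 dispensing solution, before mixing / Also added: Serine-hydrolase probe FP-Rh, 375 nM pre-mixing / Dosing: 7.94 µM single dose, 0.794% DMSO / Timing: enzyme-compound preincubation 30 min, then probe labeling 45 min, 25 °C / Signal: FP readout at 525/598 nm / Controls: DMSO-treated enzyme wells and wells lacking RBBP9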
EP2 mod – EP2 receptor modulators, cAMP readout, primary screen, cell-based, HTRF cAMP, PGE2 stimulation. induction, % at 25 µM. AID 940, 2007. actives 0.83% (n = 260,000). EP2-expressing cells, cAMP HTRF FRET, PGE2 co-stimulation;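 active means compounds whose cAMP rise, as percent of the full-agonist control response, exceeds 60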;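 further: rat C6 glioma line stably carrying human EP2 under a CMV promoter; the protocol text gives 20 µM as final concentration; 100% = response of wells given 1 µM PGE2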
Runt-SMMHC FRET – inhibitors of RUNX1 Runt–CBFb-SMMHC binding, primary screen, biochemical, FRET, Cerulean-Runt, Venus-CBFb-SMMHC, uHTS. Runt-related transcription factor 1 (Homo sapiens) + Core-binding factor subunit beta …. Cerulean-Runt/Venus-CBFb-SMMHC FRET ratio 530/480, 1 h. inhibition, % at 20 µM. actives 0.74% (n = 220,000). AID 1434, 2008;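 active means mean inhibition across duplicate retests at 20 µM reaching about 50%, limit read from the data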;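 further: 0% = DMSO wells and 100% = wells with excess untagged CBFb-SMMHC; inhibitors lower the FRET ratio by blocking Runt binding to CBFb-SMMHC; some results filed as inactive read as strong as hits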
Numbers without * were called inactive; nt = no result given; & = joins results of further samples.

SMILES | TNF death inh | PERK inh | Hck-Nef inh | PGE2 EP2 inh | Runt-CBFb FRET | zVAD death inh | RBBP9 inh | EP2 mod | Runt-SMMHC FRET
Cc1nn(C(=O)c2cccc([N+](=O)[O-])c2)c(C)c1Sc1ccccc1 | -4.4 | 0.0 | 2 | 32 | -3 | 0.2 | -1 | 31 | 3
O=C1N(C2CCCC2)C[C@@H]2C[C@@H](c3cn[nH]c3-c3ccc(Cl)cc3)N3CCC[C@@]123 | 0.6 | -0.9 | 18 | 8 | -1 | -0.7 | -5 | 20 | -1
COC(=O)c1cccc(NC(=O)CCc2cc(OC)c(OC)c(OC)c2)c1 | 1.9 | -0.4 | 5 | 10 | 1 | 0.2 | 3 | -17 | -5
CCOC(=O)C1CCN(C(=O)COc2cc(C)c(Br)cc2C)CC1 | -2.7 | -0.6 | 6 | 2 | -4 | -0.5 | -7 | -28 | 2
Cc1c(Nc2nc3ccccc3nc2NS(=O)(=O)c2cccs2)c(=O)n(-c2ccccc2)n1C | -0.2 | 1.2 | -1 | 4 | 1 | 0.3 | 11 | 25 | -1
C=CCn1c(SCC(=O)NC2CCCCC2)nnc1C(C)NC(=O)c1cccs1 (stereo unspecified) | -0.8 | 0.2 | 0 | 7 | 1 | 0.2 | -3 | 15 | 2
COC(=O)CCSCC(=O)Nc1nnc(C)s1 | 2.2 | 0.1 | -4 | 8 | 0 | 1.7 | -9 | -8 | 6
Cc1c(C(=O)NCCN2CCOCC2)oc2ccc(S(=O)(=O)N3CCCCCC3)cc12 | -2.6 | -0.2 | 0 | 8 | 1 | 6.8 | -8 | -18 | 1
COc1ccc(-n2ncc3c(N4CCCCC4)ncnc32)cc1 | -2.0 | 0.6 | 0 | 16 | nt | 2.1 | 9 | -1 | -3
O=C(C1CCCN(S(=O)(=O)Cc2ccccc2)C1)N1CCC(Cc2ccccc2)CC1 (stereo unspecified) | 2.6 | -1.5 | 2 | 5 | -5 | 0.5 | 6 | -31 | 3
CC(C(=O)NCC1CCCO1)N1C(=O)C2C3CC(C(Br)C3Br)C2C1=O (stereo unspecified) | 2.6 | 1.2 | 23 | 5 | -2 | 0.3 | 0 | 8 | 2
CCn1c(CNC(=O)COc2c(C)cccc2C)nnc1SCC(=O)Nc1nccs1 | -0.9 | -0.6 | 7 | 6 | -2 | 0.3 | -6 | 12 | 10
COCCN(C(=S)Nc1ccc(OC)cc1)C1CCN(C(C)C)CC1 | 1.6 | 0.3 | 1 | 9 | 2 | 0.8 | -1 | -31 | -1
Cc1ccc(P(=O)(CO)c2ccc(C)cc2)cc1 | -0.4 | -0.3 | 1 | 3 | 1 | 0.0 | -6 | 4 | -8
Fc1cccc(-c2cc3nc4c(c(N5CCC6(CC5)OCCO6)n3n2)CCCC4)c1 | -0.3 | -0.3 | -15 | 15&14 | -3 | 5.2 | -2 | 15&56 | -1
CCN(CC)CCN1C(=O)C(O)=C(C(=O)c2cccs2)C1c1ccc(C)o1 (stereo unspecified) | -1.7 | 2.1 | 3 | 2 | 0 | 0.6 | -6 | -13 | -2
N#Cc1ccccc1NC(=O)C1SC(=Nc2ccccc2)C(C(=O)Nc2ccc(Cl)cc2)=C1N (stereo unspecified) | -7.1 | 0.4 | 6 | 14 | -1 | 2.6 | -16 | -19 | -6
C/C(=N\NC(=O)C(N)=O)c1ccc(O)cc1O | 0.4 | 0.3 | -24 | 12 | 0 | 0.5 | 4 | 2 | -14
COc1ccc(NC(=S)N2CCC(c3nc4ccccc4[nH]3)CC2)c(OC)c1 | -5.7 | -0.6 | 1 | 2 | 2 | 2.0 | -1 | -12 | -2
O=C(O)c1ccc(CSc2nc(-c3ccccc3)cc(C(F)(F)F)n2)cc1 | 1.2 | 0.1 | 5 | 10 | -3 | 0.9 | -6 | 27 | -6
CCNC(=S)N1CCN(CCN=CC2=C(O)CC(c3cccs3)CC2=O)CC1 (stereo unspecified) | -0.2 | -0.3 | 1 | 0 | 3 | -0.3 | -3 | -9 | -3
CN1C(=O)NC(c2ccc(O)cc2)C2=C1CN(c1cccc3ccccc13)C2=O (stereo unspecified) | -0.8 | 1.0 | 15 | 4 | -1 | 1.1 | 0 | -6 | -6
O=C(CCc1nnc(C2CCCCC2)o1)N1CCN(c2ccccc2F)CC1 | 1.1 | 1.4 | 4 | 8 | 0 | 0.9 | -1 | -8 | -5
O=C(NC(NCc1ccccc1)C(Cl)(Cl)Cl)c1cccnc1 (stereo unspecified) | -2.6 | 0.2 | -1 | 11 | 0 | 0.4 | -1 | 19 | 2
CCCN1CCC(=NNc2ccc(S(=O)(=O)N(CC)CC)cc2[N+](=O)[O-])CC1 | -8.1 | 1.5 | 1 | 1 | -5 | -1.5 | 3 | -6 | -4
O=C(Nc1ccc(Cl)cn1)c1ccccc1[N+](=O)[O-] | -2.5 | 0.5 | -3 | 5 | 0 | 7.5 | -6 | -3 | 0
O=S(=O)(NCCSCc1ccc(Cl)cc1Cl)c1ccc2c(c1)OCCO2 | -3.3 | 0.1 | -2 | 12 | -1 | -0.4 | -15 | -39 | 0
COc1cc(OC)nc(NC(=O)COC(=O)C2CCCCC2)n1 | -1.0 | -1.2 | 1 | 10 | -16 | 0.0 | 5 | -5 | -2
COc1cc(C)c(S(=O)(=O)N2CCCC2)cc1C(C)C | -1.7 | 1.0 | 14 | 5 | -1 | 0.0 | 2 | 25 | -3
N#CCC(=O)Nc1ccc(C(=O)NCC(c2ccco2)N2CCCCC2)cc1 (stereo unspecified) | -1.3 | -0.4 | 21 | 4 | -6 | 1.4 | -6 | -14 | -4
c1ccc(CN2CCN(c3nc4ccccc4n4cnnc34)CC2)cc1 | -1.8 | 0.7 | 5 | 12 | -2 | 1.2 | -7 | -5 | 0
COc1ccc(C(=O)NC(=S)Nc2ccc(CN3CCOCC3)cc2)cc1 | -8.9 | 0.1 | 16 | 7 | 0 | 0.3 | -10 | -50 | 1
CC(CC(=O)Nc1ccc(Cl)c([N+](=O)[O-])c1)c1ccccc1 (stereo unspecified) | -2.2 | -0.3 | 0 | 6 | -1 | 0.2 | -3 | -45 | 3
COc1ccc(N2CCN(C(=O)C(OC(C)=O)c3ccccc3)CC2)cc1 (stereo unspecified) | -1.1 | 0.8 | 14 | 5 | -1 | -0.1 | -6 | 15 | -6
C(=N\c1nc2ccccc2n1CCN1CCCCC1)/c1ccc2c(c1)OCO2 | 0.7 | 0.6 | 0 | 18 | 2 | 0.7 | -1 | -17 | -1
O=C(Nc1ccc(S(=O)(=O)N2CCCCC2c2cccnc2)cc1)c1c(F)cccc1F (stereo unspecified) | 5.8 | -0.1 | 22 | 1 | 0 | 8.4 | 1 | -53 | -2
O=C(O)/C=C/C(=O)Nc1ccc(C(=O)c2ccccc2)cc1 | -1.4 | 0.0 | 20 | 5 | nt | 0.7 | -5 | 11 | nt
O=C(Cn1nnc(-c2cc(Cl)ccc2-n2cnnn2)n1)N1CCCc2ccccc21 | -1.4 | -1.0 | 1 | 6 | 2 | 1.9 | -6 | -37 | -6
CC1CCc2onc(C(=O)NCc3ccco3)c2C1 (stereo unspecified) | -5.9 | 0.6 | 22 | 9 | 2 | 1.1 | -3 | -12 | 5
O=C(CCc1ccccc1)NNc1ccc(F)cc1 | 5.3 | 0.9 | 10 | 19 | 0 | -0.4 | -4 | -26 | -1

Some values from the results shown:
O=C(Cn1nnc(-c2cc(Cl)ccc2-n2cnnn2)n1)N1CCCc2ccccc21 in Runt-SMMHC FRET = -6
CCOC(=O)C1CCN(C(=O)COc2cc(C)c(Br)cc2C)CC1 in Runt-CBFb FRET = -4

(list continues)
SMILES | TNF death inh | PERK inh | Hck-Nef inh | PGE2 EP2 inh | Runt-CBFb FRET | zVAD death inh | RBBP9 inh | EP2 mod | Runt-SMMHC FRET
CCOC(=O)/C(C#N)=C\c1cn(C)c2ccccc12 | 0.2 | 0.6 | 28 | 7 | 4 | 5.1 | -4 | 20 | 13
CCOCCCNC(=O)C(NC(=O)c1ccc(NC(C)=O)cc1)c1ccc(OC)cc1 (stereo unspecified) | -0.1 | 0.0 | -17 | 2 | 1 | nt | -3 | 10 | 0
CCOC(=O)c1ccccc1Nc1cn(C(C)=O)c2ccccc12 | -6.2 | -1.4 | -2 | 18 | 1 | -0.8 | -4 | 26 | 3
O=C(NC1CCCCCC1)c1ccc[nH]c1=S | -1.9 | -0.1 | 24 | 19 | 54* | -0.6 | 5 | -21 | 60*
CCCCN(CCCC)c1ncnc2nc[nH]c12 | -2.9 | -0.3 | 16 | -1 | -3 | -0.6 | -6 | -7 | -6
O=C1c2cccc3cccc(c23)C(=O)N1CCCN(C(=O)c1cccs1)c1cccc(F)c1 | -0.1 | 1.1 | 6 | 5 | 0 | 0.1 | 3 | 39 | -3
COc1ccc(/C=C(/C(=O)Nc2ccccc2C(=O)NC(C)C)c2ccccc2)cc1 | -9.3 | -0.9 | -1 | 2 | -1 | 0.8 | -9 | 28 | 5
COc1ccc(C)cc1NC(=O)C(Sc1nnc(-c2ccncc2)n1-c1ccc(Cl)cc1)c1ccccc1 (stereo unspecified) | -0.6 | -1.1 | -3 | 7 | -4 | -0.7 | -12 | 19 | -6
CC1(C)C2CCC1(C)C(OCCNCCOC(=O)Nc1ccccc1)C2 (stereo unspecified) | 5.2 | -1.8 | 11 | 8 | -5 | 1.1 | -8 | 3 | 0

5 compounds from above, limited to RBBP9 inh, PGE2 EP2 inh and EP2 mod.
smiles | RBBP9 inh | PGE2 EP2 inh | EP2 mod
CCCCN(CCCC)c1ncnc2nc[nH]c12 | -6 | -1 | -7
O=C1c2cccc3cccc(c23)C(=O)N1CCCN(C(=O)c1cccs1)c1cccc(F)c1 | 3 | 5 | 39
CCOC(=O)/C(C#N)=C\c1cn(C)c2ccccc12 | -4 | 7 | 20
O=C(NC1CCCCCC1)c1ccc[nH]c1=S | 5 | 19 | -21
CCOC(=O)c1ccccc1Nc1cn(C(C)=O)c2ccccc12 | -4 | 18 | 26

Some of the compounds tested; rates above refer to the full screens.
